PI4K2A inh: inhibitors of human PI4K2A | AID 1346378 | activity change, negative = inhibition, % at 76.9 µM | actives 0.13% (n = 420,000) | Q9BTU6 | purified PI4K2A, ADP-Glo luminescence, 1 h; hits give low values; in the data active = activity change below about -50%; inconclusive = mostly about -30% to -49%;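 also: -100% = wells without enzyme as full effect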
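In this quantitative HTS, ADP production by PI4K2A was quantified luminescently after 1 h at ambient temperature; 100 microM adenosine served as plate-quality control.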
PGK inhibitor: inhibitors of T. brucei phosphoglycerate kinase | Potency, µM (top dose mostly 57.5 µM), for the others: top-dose activity change, negative = inhibition, usual class: inhibitors | PGK/GAPDH coupled, Kinase-Glo luminescence, 60 min | AID 602233 | actives 0.043% (n = 380,000); also: potency is read from the fitted curve at half-maximal effect; % is scaled to controls: 0 for no effect and ±100 for the full control effect; nearly all actives have a fitted effect of over 60% in size
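Recombinant glycosomal PGK reaction used 1,3-bisphosphoglycerate generated in-well by GAPDH (100nM final) in 100mM TEA pH 7.6, 5mM MgCl2, 0.01% Tween-20. After 60 minutes at room temperature, ATP was read by Kinase-Glo Plus luminescence end-point.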
BAZ2B block: BAZ2B (human) inhibition | Potency, µM (doses to about 114 µM), for inactives: at the top dose activity change, negative = inhibition, actives largely listed as inhibitors | Q9UIF8 | AID 504333 | AlphaScreen BAZ2B-H3K14Ac peptide displacement | actives 4.4% (n = 360,000); also: potency is read from the fitted curve at half-maximal effect; % is scaled to controls: 0 for no effect and ±100 for the full control effect; nearly all actives have a fitted effect of over 60% in size
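BAZ2B 50 nM plus b-H3(5-23)K14Ac 50 nM, PBS pH 7.4/0.01% Tween-20, 30 min RT; compound added (max 110 uM), 30 min RT; streptavidin donor/Ni-chelate acceptor beads 10 ug/mL final, 20 min dark; AlphaScreen read.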
ERG-DNA inh: blocks human ERG Ets domain binding to DNA. fluorescence polarization, His-ERG Ets domain / labelled DNA. Potency, µM (top dose mostly 76.9 µM), for inactives: at the top dose FP activity, negative = inhibition, most hits filed as inhibitors. actives 0.028% (n = 370,000). AID 624246; active = well fitted inhibition curve with a large enough effect in the polarisation, with a control signal flat; inconclusive = small, poorly fitted or top-dose-only effect, or effect the other way, or a change in a side signal; inactive = no such curve, though single readings can be large or run the other way; the % refers to the polarisation;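 also: polarization taken with two DNA probes labelled with fluorescein and Texas red; potency is read from the fitted curve at half-maximal effect; % of control where 0% means no effect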
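His-tagged ERG Ets domain (1 uM in the protein solution; 300mM KCl, 50mM Tris-HCl, 1mM EDTA, 1mM DTT, pH 7.5) received compound, then a probe mix of 5 nM fluorescein-DNA and 100nM Texas-615-DNA. Fluorescence polarization was read for both dyes.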
GLS inhibitor: blocks human kidney-isoform glutaminase activity. GLS enzymatic activity, qHTS titration. Potency, µM (doses to about 45.5 µM), without a hit: at the highest dose activity change, negative = inhibition, usual class: inhibitors. actives 0.21% (n = 410,000). AID 624170; also: potency is read from the fitted curve at half-maximal effect; % is scaled to controls: 0 for no effect and ±100 for the full control effect
Target sequence (O94925 whole entry, looked up, canonical isoform): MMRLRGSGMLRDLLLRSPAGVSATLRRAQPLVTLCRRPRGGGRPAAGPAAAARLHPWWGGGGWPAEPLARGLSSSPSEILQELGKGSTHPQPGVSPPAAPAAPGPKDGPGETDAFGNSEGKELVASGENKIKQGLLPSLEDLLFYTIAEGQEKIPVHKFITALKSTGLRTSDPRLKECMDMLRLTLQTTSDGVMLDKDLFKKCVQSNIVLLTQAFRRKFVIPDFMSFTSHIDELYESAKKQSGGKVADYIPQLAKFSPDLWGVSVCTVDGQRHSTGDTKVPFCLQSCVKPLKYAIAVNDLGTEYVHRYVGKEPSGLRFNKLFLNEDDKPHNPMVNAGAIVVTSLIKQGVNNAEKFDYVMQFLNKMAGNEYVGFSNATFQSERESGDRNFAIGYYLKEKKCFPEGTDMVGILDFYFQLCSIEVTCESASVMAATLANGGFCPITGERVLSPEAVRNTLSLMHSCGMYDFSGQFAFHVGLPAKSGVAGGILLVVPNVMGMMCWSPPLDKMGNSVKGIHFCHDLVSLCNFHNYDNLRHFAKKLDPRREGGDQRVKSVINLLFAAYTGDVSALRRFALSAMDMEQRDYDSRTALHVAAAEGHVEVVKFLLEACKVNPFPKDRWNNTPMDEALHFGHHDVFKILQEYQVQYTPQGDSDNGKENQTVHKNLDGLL
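hKGA in 45 mM KH2PO4 pH 8.2, 0.02% Tween-20 with pin-transferred compounds; 1 mM L-glutamine (stock) plus glutamate oxidase/HRP/Amplex Red coupling added. Fluorescence read initially and after 30 min at RT.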
G9a block: inhibitors of human histone lysine methyltransferase G9a; Q96KQ7; G9a H3K9 monomethylation, AlphaScreen, 2 h; Potency, µM (highest dose often 102 µM), without a hit: at the top dose activity, negative = inhibition, usual class: inhibitors; actives 8.8% (n = 350,000); AID 504332; also: potency is read from the fitted curve at half-maximal effect; % is scaled to controls: 0 for no effect and ±100 for the full control effect; nearly all actives have a fitted effect of over 75% in size
Target sequence (Q96KQ7 913-1193 limits assumed): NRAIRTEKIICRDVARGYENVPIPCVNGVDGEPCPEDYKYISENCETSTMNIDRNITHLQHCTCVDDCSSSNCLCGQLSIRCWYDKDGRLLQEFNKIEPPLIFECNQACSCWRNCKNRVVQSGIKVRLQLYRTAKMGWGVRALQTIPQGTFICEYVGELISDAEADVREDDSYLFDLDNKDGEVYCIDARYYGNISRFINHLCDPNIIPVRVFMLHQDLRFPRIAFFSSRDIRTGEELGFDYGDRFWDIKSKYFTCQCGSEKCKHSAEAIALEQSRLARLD
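Readings reflect AlphaScreen signal from monomethyl-H3K9 antibody detection. HMT at 20 nM; substrate b-H3K9 500 nM; cofactor SAM 20 uM; 2 h RT reaction; compounds tested as titrations in qHTS with 15 min preincubation.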
JMJD2A Tudor: inhibitors of human JMJD2A Tudor domain; O75164; AlphaScreen JMJD2A-Tudor / H3K4me3 peptide binding; Potency, µM (top dose mostly 114 µM), for the others: at the top dose activity change, negative = inhibition, most hits filed as inhibitors; actives 4.4% (n = 390,000); AID 504339; also: potency is read from the fitted curve at half-maximal effect; % is scaled to controls: 0 for no effect and ±100 for the full control effect; nearly all actives have a fitted effect of over 50% in size
HP1b chromo inh: blocks HP1-beta chromodomain binding to methylated histone tails. P83916. AlphaScreen HP1-beta / biotin-H3K9me3 peptide binding. Potency, µM (doses to about 114 µM), for the others: at the highest dose activity change, negative = inhibition, actives largely listed as inhibitors. actives 0.56% (n = 390,000). AID 540317; also: potency is read from the fitted curve at half-maximal effect; nearly all actives have a fitted effect of over 70% in size; inactives centre near 23
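Compound inhibition of the preformed complex between 50 nM HP1-beta and 50 nM biotinylated H3K9me3 peptide was read by AlphaScreen. Buffer was PBS pH 7.4 with 0.01% Tween-20. Incubations ran 30 min at room temperature, with 10 ug/mL donor/acceptor beads.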
Pin1 inh: human Pin1 inhibition. Q13526. Pin1 FP peptide displacement, HiFluor488, 10 min. Potency, µM (doses to about 115 µM), inactives show at the highest dose activity, negative = inhibition, usual class: inhibitors. AID 504891. actives 0.009% (n = 390,000); active = well fitted inhibition curve with a large enough effect in the polarisation, with a control signal flat, not every such curve was filed as active; inconclusive = small, poorly fitted or top-dose-only effect, or effect the other way, or a change in a side signal; inactive = no such curve, though single readings can be large or run the other way; the % refers to the polarisation; also: potency is read from the fitted curve at half-maximal effect; % is scaled to controls: 0 for no effect and ±100 for the full control effect
An asterisk follows results filed as active; i = inactive; ? = inconclusive; . = not tested or not shown; [ ] = dose if it differs, or a comment. Unless noted, calls follow the shape of the dose curve; as a rule, active = well fitted curve in the direction sought with a large enough effect; inconclusive = small, poorly fitted or top-dose-only effect, or another doubt; inactive = no such curve, though single readings can be large; an effect the other way counts as inactive or inconclusive.

SMILES | PI4K2A inh | PGK inhibitor | BAZ2B block | ERG-DNA inh | GLS inhibitor | G9a block | JMJD2A Tudor | HP1b chromo inh | Pin1 inh
CCN(CC)CCCNC(=O)CNC(=O)c1nn(-c2ccc(OC)cc2)c(=O)c2ccccc12 | 2 | -9% | 1% | 2% | 0% | 12% | ? | 3% | 0%
Cc1cc([N+](=O)[O-])cc2c1NC(=O)C2(O)N1CCCC(C)C1 (stereo unspecified) | 2 | . | -15% | -8% | -11% | -26% | -16% | 22% | -6%
CN(C)C(=O)/C(=C/c1ccc(-c2cccc([N+](=O)[O-])c2)o1)NC(=O)c1ccccc1 | 2 | 2% | ? | 7% | -15% | ? | -14% | -3% | 1%
COc1ccccc1CC(=O)Nc1ccc2c(c1)CCC2 | 5 | -2% | 1% | -1% | -2% | 16%[59 µM] | -15% | 15% | 1%
O=C(O)/C=C/C(=O)N1CCN(C(=O)/C=C/C(=O)O)CC1 | 5 | 7% | -5% | -4% | 15% | -20%[59 µM] | ? | -11% | 0%
CC(C)CC(=O)Nc1ccccc1N1CCCC1 | -22 | -3% | -7% | -7% | 34%[activator] | -6%[59 µM] | -13% | 12% | -11%
CC1CCCN(C(=O)c2cc3c(-c4ccc(Cl)cc4)nn(C)c3s2)C1 (stereo unspecified) | 3 | -10% | 2% | 10% | 2% | 8%[59 µM] | -21% | 52%[activator] | 3%
COc1ncccc1-c1nnn(-c2ccc(Cl)c(Cl)c2)n1 | -1 | -5% | -8% | 9% | 16% | -115%[59 µM] | -19% | 22% | -2%
CC(=O)N1CCN(c2ccc(NCc3cccc4ccccc34)cc2)CC1 | 1 | 3% | 32µM* | 2% | ? | 8.9µM* | 22µM* | ? | -1%
Cc1ccc(NC(=S)NCc2cccnc2)cc1 | 1 | 0% | 8% | -9% | 0% | 11%[0.501 µM] | 5% | 26% | -4%
O=C(O)C1C2C=CC(C2)C1C(=O)NCCCN1CCOCC1 (stereo unspecified) | -1 | -5% | 2% | 7% | -6% | -28%[12.7 µM] | -7% | 26% | -13%
CC(C)(C)n1ncc2c(=O)n(CC(=O)Nc3ccccc3)cnc21 | -3 | -1% | -26% | -5% | 11% | -29% | 0% | 26% | -5%
CCCCN1C[C@H](Cc2ccccc2)[C@@H](CC(=O)NCc2ccc(OC)cc2)C1=O | -2 | -14% | -4% | -2% | 3% | 67%[activator] | -4% | 44%[activator] | ?
O=C(O)CCc1ccc(-c2ccccc2)n1CC(=O)O | 3 | -3% | -19% | -1% | -1% | ? | ? | 9% | -6%
CC(=O)c1cccc(Nc2nc(-c3ccccc3)cs2)c1 | -2 | -4% | ? | 21% | -21% | . | -18% | 27% | 1%
CC1CN(C(=O)c2ccc(COc3ccccc3Cl)o2)CC(C)O1 (stereo unspecified) | 5 | -7% | 0% | 17% | -14% | 23%[59 µM] | -8% | 21% | -3%
Cn1nc(C(=O)NCC(=O)Nc2ccc(F)c(F)c2F)c2ccccc2c1=O | 2 | 2% | 8% | 2% | -3% | -5%[59 µM] | -11% | -1% | 2%
Nc1ccc(C(=O)Nc2nccs2)cc1 | -1 | -7% | -19% | 8% | 1% | ? | -6% | 24% | 0%
CC(=O)Nc1nonc1-c1nc2ccccc2n1N(C(C)=O)C(C)=O | 1 | -1% | ? | 4% | 13% | -18% | -22% | 36% | 4%
Cc1cc(Cl)c(S(=O)(=O)Nc2cc(S(=O)(=O)N3CCOCC3)ccc2F)cc1OCC(N)=O | 1 | 4% | ? | -1% | 5% | 6% | -13% | 47%[activator] | 26%
Cc1cc(C)n(C(=O)c2ccc(C)c(F)c2F)n1 | -3 | 3% | 14% | -2% | 0% | 28%[59 µM] | 18% | 72%[activator] | -2%
O=C(Nc1ccccc1)Nc1ccccc1C(=O)NCCCN1CCOCC1 | -2 | -7% | 0% | 20% | -4% | -12% | -7% | 29% | 0%
Cc1[nH]c(=O)[nH]c(=O)c1S(=O)(=O)N1CCCC(C(=O)NCc2ccccc2Cl)C1 (stereo unspecified) | -1 | -8% | -1% | -6% | 15% | 16% | -21% | 11% | -1%
O=[N+]([O-])c1ccc(N2CCN(S(=O)(=O)c3ccc(Cl)cc3)CC2)cc1NCc1cccnc1 | 5 | 5% | -10% | 8% | -7% | ? | -22%[11.4 µM] | -38% | -1%
O=C(Nc1ccc(C(=O)N2CCCCC2)cc1)Nc1cccc(Cl)c1 | 0 | -8% | -16% | -3% | 12% | -11% | -11% | 11% | 0%
Cc1ccc(-c2cc(C(F)(F)F)n3nc(-c4cccc(Br)c4)cc3n2)cc1 | -2 | 7% | 3% | -10% | -5% | -3%[59 µM] | 10% | 24% | ?
CCOc1ncccc1C(=O)OCC(=O)NCc1ccc2c(c1)OCO2 | 3 | 3% | . | 3% | -9% | -1% | -13% | 25% | 3%
CN1C(=O)N(C)C2(CC1(C)C)CC(C)(C)N(C)C(=O)N2C | 3 | -8% | 2% | -3% | 8% | 5% | -14% | 16% | 1%
O=C(COC(=O)c1ccc2ncsc2c1)NCc1ccc(F)cc1 | -5 | i | ? | 11% | -10% | ? | -21% | 5% | 3%
CC(=O)NC(CCCN1C(=O)c2ccccc2C1=O)c1nnn(C)n1 (stereo unspecified) | 3 | 0% | 10% | 0% | -1% | 8%[59 µM] | -6% | 12% | -6%
COc1ccc(C2Nc3ccccc3C(=O)N2NS(=O)(=O)c2ccc(C)cc2)c(OC)c1 (stereo unspecified) | -9 | -1% | 10% | 2% | 7% | -2% | -13% | -4% | -2%
COc1cccc(-c2cc(C(=O)Nc3cccc(O)c3)no2)c1 | -29 | -4% | -1% | -1% | 23% | 27%[12.7 µM] | -19% | 41%[activator] | -2%
CCCC(C)c1nnc(NC(=O)C2CCCO2)s1 (stereo unspecified) | -3 | -9%[11.5 µM] | -1% | . | -10% | ? | -12% | -21% | 0%
O=C(NCCc1ccccc1)C1CCN(S(=O)(=O)N2CCCCC2)CC1 | -2 | -9% | 4% | -1% | 3% | 25% | -23% | 20% | 1%
Cc1ccc(CC(=O)N2CCN(c3ccc([N+](=O)[O-])cc3)CC2)cc1 | 3 | -3% | ? | -10% | 14% | -27%[59 µM] | ? | 3% | 3%
CCOC(=O)c1c(C)[nH]c(C(=O)COC(=O)CCC2CCCC2)c1C | -3 | 0% | -1% | -9% | -5% | 43%[12.7 µM] | 8% | 18% | 2%
COc1cc(C(=O)NC2CC3CCCC(C2)N3C2CC2)cc(OC)c1OC (stereo unspecified) | 0 | -5% | 6% | -2% | 1% | -4% | -10%[57.1 µM] | 27% | -1%
CC1CCN(S(=O)(=O)c2ccc(NC(=O)Cn3nnc(-c4ccccc4)n3)cc2)CC1 | -2 | -1% | 11% | -3% | 1% | 22%[59 µM] | -7% | 15% | 19%
NS(=O)(=O)c1cccc(NC(=O)CCSc2ccccc2Cl)c1 | -3 | -7% | 7% | . | 4% | -4%[59 µM] | -19% | 18% | 4%
CCc1ccc(N(CC(=O)NCc2ccco2)C(=O)CCC(=O)Nc2ccccn2)cc1 | 1 | 4% | 3% | 1% | 2% | 29% | -5% | 26% | 4%
CCOC(=O)CCNCc1ccc(OC)c(OC)c1 | -1 | -9% | 3% | 4% | 24% | 5%[12.7 µM] | -15%[11.4 µM] | 14% | 2%
Cc1ccc(C(=O)c2nc3c(n2O)CCCC3)cc1 | 1 | i | 5% | -2% | -1% | ? | 35µM* | -2% | 5%
O=C1CC(N2CCN(c3ccc(O)cc3)CC2)C(=O)N1Cc1cccs1 (stereo unspecified) | -1 | -5% | -9% | 0% | ? | -3%[12.7 µM] | 56µM* | ? | 4%
CC(C(=O)NCc1ccco1)n1ccc2cc(S(=O)(=O)N3CCCC3)ccc21 (stereo unspecified) | -6 | i | -29% | -14% | -4% | 15% | -16% | 22% | -1%
COc1ccc(CC(=O)Oc2ccc(C)cc2Br)cc1OC | -3 | 1% | 50µM* | -1% | -3% | -23% | 22% | ? | -6%
CCc1nnc(NS(=O)(=O)c2ccc(NC(=O)/C=C/C(=O)O)cc2)s1 | 0 | 0% | ? | 12% | 12% | . | -13% | 57%[activator] | -1%
CCC(=O)N1c2ccc(C)cc2C2=NNC(=S)NC21O (stereo unspecified) | 1 | 3% | 9% | 5% | 6% | 29%[59 µM] | -7% | 29% | 2%
O=C(CCCOc1ccccc1)Nc1nnc(C2CCCO2)s1 (stereo unspecified) | 0 | 3% | 11% | 2% | 1% | ? | -11% | 21% | 0%
S=c1[nH]nc(-c2cc(-c3ccsc3)n[nH]2)n1-c1ccccc1 | 5 | i | ? | -4% | 12% | . | 45µM* | 15% | -1%
CC1=C(C(=O)Nc2ccc(F)cc2F)C2(CCCCCC2)OC1=O | -5 | 16% | 2% | 4% | -1% | -1%[59 µM] | -21% | 36% | 4%
O=C1C=C(NCCN2CCOCC2)CC(c2ccccc2)C1 (stereo unspecified) | -2 | 10% | -6% | . | 17% | 12% | -7% | 21% | 0%

High-throughput results deposited in PubChem BioAssay by National Center for Advancing Translational Sciences (NCATS).
